Yp Topo-I inh = blocks Yersinia pestis topoisomerase I activity. activity, % at 10 µM. 360,000 compounds, 0.064% hits. AID 504884. Y. pestis Topo-I cleavage product accumulation, plate reader; in the data active means activity above about 50%, passing the limit was not always enough; inconclusive means no clear call, values can overlap the other calls; further: inactives centre near 2
3CLpro inhibitor = SARS-CoV 3CLpro protease inhibition | 290,000 compounds, 0.14% hits | P0C6X7 | inhibition, % at 6 µM | recombinant SARS-CoV 3CLpro, quenched FRET peptide cleavage | AID 1706; in the data active means inhibition above about 12%
TcdB inh = inhibitors of Clostridioides difficile toxin B glycohydrolase; TcdB glycohydrolase enzymatic assay, plate reader; 350,000 compounds, 0.24% hits; P18177; inhibition, % at 9.99 µM; in the data active means inhibition above about 10%
Anthrax LF prot = inhibitors of Bacillus anthracis lethal factor protease | P15917 | multiplex microsphere protease cleavage assay, LF | inhibition, % at 10 µM | 360,000 compounds, 0.12% hits; further: plate controls were buffer without enzyme for full effect and enzyme alone for no effect
Target sequence (P15917 whole entry, looked up): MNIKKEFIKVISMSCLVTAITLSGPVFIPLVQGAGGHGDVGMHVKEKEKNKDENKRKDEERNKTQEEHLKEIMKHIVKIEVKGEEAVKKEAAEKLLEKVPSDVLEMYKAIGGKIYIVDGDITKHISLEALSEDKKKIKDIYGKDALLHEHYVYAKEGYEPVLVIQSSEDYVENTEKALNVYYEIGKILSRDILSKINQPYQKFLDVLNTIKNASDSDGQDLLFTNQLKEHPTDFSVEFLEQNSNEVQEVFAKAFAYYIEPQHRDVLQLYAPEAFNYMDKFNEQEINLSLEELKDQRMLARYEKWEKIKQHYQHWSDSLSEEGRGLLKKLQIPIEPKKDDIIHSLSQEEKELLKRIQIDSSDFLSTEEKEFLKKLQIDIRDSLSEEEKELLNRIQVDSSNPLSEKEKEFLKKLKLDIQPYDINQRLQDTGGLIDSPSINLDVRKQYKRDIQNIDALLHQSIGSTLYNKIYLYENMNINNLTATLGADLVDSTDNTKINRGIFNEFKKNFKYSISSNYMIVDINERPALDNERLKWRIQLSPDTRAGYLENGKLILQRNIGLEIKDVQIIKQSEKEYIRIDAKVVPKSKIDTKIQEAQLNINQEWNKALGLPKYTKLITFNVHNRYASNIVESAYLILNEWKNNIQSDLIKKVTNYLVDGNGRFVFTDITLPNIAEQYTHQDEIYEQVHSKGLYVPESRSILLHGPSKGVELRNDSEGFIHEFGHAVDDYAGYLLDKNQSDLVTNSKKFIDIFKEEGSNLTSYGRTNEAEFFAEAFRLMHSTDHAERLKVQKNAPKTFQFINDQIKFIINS
BH1578 lux ind = quorum light induction in luxS cqsA deficient V. cholerae; AID 588436; activation, % at 18.7 µM; 350,000 compounds, 0.16% hits; V. cholerae BH1578 lux reporter, luminescence, 6 h; in the data active means activation mostly above about 9.7%, no sharp cut-off; inconclusive means no clear call, values can overlap the other calls; inactive means mostly below about 3.7%; further: not every result past the cut was called active; inactives centre near 0; reference of the scale not given here
PrPC TRFRET = inhibitors of human cell surface prion protein PrPC. P04156. TR-FRET read-out. inhibition, % at 13.8 µM. 370,000 compounds, 0.43% hits. AID 720596; in the data active means inhibition above about 24%; further: 0% = median of the test wells and 100% = reference compound wells
SSB-PriA inh = K. pneumoniae PriA-SSBct interaction inhibition. inhibition, % at 33 µM. 430,000 compounds, 0.6% hits. AlphaScreen SSBct-PriA binding, biotinylated peptide; in the data active means inhibition mostly above about 37%, no sharp cut-off; inactive means mostly below about 20%;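 further: plate controls were negative control peptide for no effect and reference peptide for full effect; strong numbers were not always called active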
PfHsp40 rescue = rescue of PfHsp40-mediated yeast toxicity. S. cerevisiae expressing PfHsp40, growth rescue, ATP luminescence. growth rescue, % at 12.5 µM. 340,000 compounds, 0.68% hits. AID 504582; in the data active means growth rescue above about 28%, passing the limit was not always enough; inconclusive means no clear call, values can overlap the other calls;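 further: yeast W303a lacking pdr1 and pdr3 grown in galactose medium; growth measured after three days at 30 °C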
BoNT A protease = blocks Botulinum neurotoxin A light chain protease | multiplex microsphere protease substrate cleavage, flow cytometry | inhibition, % at 10 µM | 360,000 compounds, 0.17% hits; further: plate controls were buffer without enzyme for full effect and enzyme alone for no effect
* hit, by the source's call; i = inactive; ? = inconclusive; / = not tested or not shown; & = joins results of further samples. Unless noted, no stated cut-off is given here; in the data, active means inhibition above about 30%; inconclusive means no clear call, values can overlap the other calls; inactive means below that. A portion of the library; the hit share may differ from the screen's.

SMILES	Yp Topo-I inh	3CLpro inhibitor	TcdB inh	Anthrax LF prot	BH1578 lux ind	PrPC TRFRET	SSB-PriA inh	PfHsp40 rescue	BoNT A protease
Cc1c(Cl)cccc1NC(=O)Nc1ccccc1C(N)=O	-5	-2	0.7	1	i	6	-4	0.4	-1.2
O=C(c1cc2nc(-c3ccc(F)cc3)cc(C(F)(F)F)n2n1)N1CCCCC1c1cccnc1 (stereo not given)	29	3	-0.5	-3	-0.4	-3	-2	-0.6	0.1
Nc1cc(N)nc(SCC(=O)Nc2ccc(Br)cc2Cl)n1	2	/	/	1	i	7	0	-0.2	0.3
O=S1(=O)CCOC[C@H](CC2CCCCC2)N1Cc1ccc(F)cc1	16	-3	0.3	2	-0.4	-1	-3	-1.2	0.5
Cc1nc2ncnn2c(C)c1CCC(=O)Nc1ccc(S(=O)(=O)N2CCCCCC2)cc1	14	2	/	-8	i	-3	-1	-0.6	-0.2
Clc1ccccc1-c1cc(COc2ccc3ccccc3c2)no1	0	6	/	-6	-17	3	-19	-0.8	0.8
CCOC(=O)C(c1ccccc1)C(Nc1cc(C(F)(F)F)cc(C(F)(F)F)c1)c1ccccn1 (stereo not given)	4	3	0.6	-6	-1.2	-3	-1	-0.9	-0.6
COc1ccc(-n2c(=O)c3ccccc3n(CC(=O)NCC3CCCO3)c2=O)cc1 (stereo not given)	0	-3	-0.1	-9	-0.1	2	-7	-1.8	-3.0
Cc1cccc(C)c1OCC(=O)Nc1cc(Cl)ccc1-n1cncn1	18	/	-0.1	7	2.6	0	-10	-0.1	4.3
COc1ccc(-c2ccc3c(c2)C2CC3CCN2)cc1 (stereo not given)	1	/	2.6	-2	-0.8	-2	2	-0.2	-0.3
Cc1ccc(S(=O)(=O)NNC(=O)C23CCC(CC2)C3)cc1	2	/	0.5	-2	-3.3	6	/	/	0.1
NS(=O)(=O)c1cccc(NC(=O)COC(=O)c2cc(-c3ccc(Cl)cc3)nc3ccccc23)c1	-19	5	-1.1	-2	0.0	8	15	-1.2	0.3
Cc1ccsc1C(=O)NNC(=O)Nc1ccc(Cl)c(Cl)c1	7	-4	/	-10	i	-2	-1	0.4	-1.6
Cc1cc(C)cc(NC(=O)CSc2nc(=O)n(CCN3CCOCC3)c3c2CCCC3)c1	0	/	-0.8	0	2.6	-4	2	1.2	0.9
COc1cccc(-n2c(=O)[nH]cc(C(=O)Nc3ccc4c(c3)OCCO4)c2=O)c1	-2	0	-0.5	6	-0.1	4	-5	-0.6	0.2
O=C(Nc1ccc2nc3n(c(=O)c2c1)CCCCC3)c1ccccc1Cl	20	-1	2.7	-4	-0.2	12	2	0.2	-0.6
CCCCN(C)Cc1c(C)[nH]c2ccc(Cl)cc2c1=O	-5	-1	-0.2	-2	-0.2	-4	4	-0.2	0.9
O=C(CN1CCCC1)N/N=C/c1ccc(-c2cccc(Cl)c2)o1	-1	0	/	-2	i	-8	/	-1.2	0.1
O=C(CCc1[nH]c2ccccc2c1Sc1ccccc1)N(CCO)CCO	-1	1	2.9	-8	i	-2	-15	1.3	-0.2
CCn1cc(C(=O)O)c(=O)c2cc(Br)ccc21	-3	5	/	2	/	2	-16	33*	0.4
Cc1ccc(CS/C(Nc2ccccc2C)=C(\C#N)C(=O)NCc2ccco2)c(C)c1	29	6	/	-11	-0.3	5	-3	0.3	-1.1
COc1ccccc1N1CCN(C2CCN(S(=O)(=O)c3ccc4ccccc4c3)CC2)CC1	36	-2	/	-5	-0.3	-4	0	-0.1	-1.4
Fc1cc2nc(-c3ccncc3)[nH]c2cc1F	-3	-1	/	-5	-0.1	-6	-10	-1.0	-1.0
CNc1ncnc2c1ncn2[C@H]1CN(Cc2ccc(OC)cc2)C[C@@H](CO)O1	-3	/	-0.4	2	i	2	/	/	0.1
C/C(CC(=O)Nc1ccccn1)=N\NC(=O)c1ccc(C)cc1	5	-1	/	-3	-0.2	4	/	-0.8	-0.2

Another view of part of the listing above.
Each structure is followed by: Yp Topo-I inh, 3CLpro inhibitor, TcdB inh, Anthrax LF prot, BH1578 lux ind, PrPC TRFRET, SSB-PriA inh, PfHsp40 rescue, BoNT A protease
> Cc1ccsc1C(=O)NNC(=O)Nc1ccc(Cl)c(Cl)c1
  7, -4, /, -10, i, -2, -1, 0.4, -1.6
> Cc1cc(C)cc(NC(=O)CSc2nc(=O)n(CCN3CCOCC3)c3c2CCCC3)c1
  0, /, -0.8, 0, 2.6, -4, 2, 1.2, 0.9
> COc1cccc(-n2c(=O)[nH]cc(C(=O)Nc3ccc4c(c3)OCCO4)c2=O)c1
  -2, 0, -0.5, 6, -0.1, 4, -5, -0.6, 0.2

Next structures follow.
SMILES	Yp Topo-I inh	3CLpro inhibitor	TcdB inh	Anthrax LF prot	BH1578 lux ind	PrPC TRFRET	SSB-PriA inh	PfHsp40 rescue	BoNT A protease
CCCCNC(C(=O)Nc1cccc(S(=O)(=O)N2CCOCC2)c1)c1ccccc1 (stereo not given)	1	-5	-0.2	2	-0.7	9	-1	0.7	0.5
CN(C(=O)c1cccc([N+](=O)[O-])c1)c1ccccc1C(=O)NCc1ccccc1	1	-4	1.3	2	i	-16	-13	7.8	-1.3
COc1ccc(C(=O)NC(=O)CSc2n[nH]c(N)n2)cc1	-6	/	0.3	-9	0.8	5	-2	1.7	-1.5
O=c1nc2onnc2c(C=NO)[nH]1	0	/	1.3	0	/	-10	3	2.0	0.9
Cc1ccc(C)c(NC(=O)NCc2ccccn2)c1	8	6	-1.2	-7	-0.5	-5	1	0.9	-3.1
Cc1cccc(-n2c(=O)[nH]c3c(C(N)=O)nc(-c4ccccc4Cl)nc32)c1	3	3	1.9	2	-0.3	-2	-4	0.7	-0.2
CCS(=O)(=O)CCSc1nc2c(cc1C#N)CCCC2	-5	-2	0.3	1	-1.4	3	-16	-0.5	0.2
O=C(CN1CCN(C(c2ccccc2)c2ccccc2)CC1)N1CCN(c2ccccc2)CC1	20	7	0.2	6	1.2	-3	15	0.4	0.3
O=c1[nH]c(SCc2ccccc2)nc2c1sc1ccccc12	8	2	1.3	-6	0.9	6	-9	1.1	-1.8
Cn1c(C(=O)O)cc2cc(F)ccc21	-5	-2	/	-26	-0.2	3	0	-0.1	-0.8
CCOC(=O)C1=C(COC(=O)CCCOc2ccccc2)NC(=O)NC1C (stereo not given)	-5	/	3.3	0	i	1	9	1.3	1.3
Cc1ccc(S(=O)(=O)N2CCN(C(=O)COC(=O)CNC(=O)c3ccc(Cl)cc3Cl)CC2)cc1	-1	/	0.9	0	i	-2	1	-0.8	-3.0
CCOc1ccccc1-c1nc(-c2ccc(C)nc2OC)no1	2	-6	/	-8	-2.9	8	3	3.1	-2.1
Cc1ccc(C)c(NC(=S)NC2CC3CCCC(C2)N3CC(C)C)c1 (stereo not given)	-9	-4	/	-3	i	-4	-9	1.0	-0.2
Cc1ccc(NC(=S)N2CCN(C(=O)C3CCCO3)CC2)cc1 (stereo not given)	1	-1	/	-2	1.3	2	-9	0.1	-0.1
Cc1ccc(S(=O)(=O)N2CCC(=O)N(CCOC(=O)Nc3ccccc3C)CC2)cc1	4	-7	0.7	1	i	1	-17	-1.1	0.0
Cc1cc(NC(=O)CSc2nc3[nH]c(=O)cc(O)c3s2)ccc1Br	-11	/	-2.0	4	i	4	-2	0.3	2.8
COc1cc2c(cc1OC)C1=NC(=O)CN1C(SCc1ccccc1C)=N2	42	6	/	-12	/	11	14	1.1	-0.6
Cc1cc(F)ccc1NC(=O)Cn1c(C)csc1=O	2	/	1.6	-14	i	-7	-8	0.8	0.1
C#CCNC(=O)C(C)c1ncc(C(F)(F)F)cc1Cl (stereo not given)	8	-3	2.0	-6	-0.2	-2	-7	-0.4	-1.9
N/C(=N\OC(=O)C(c1ccccc1)c1ccccc1)c1ccccn1	19	4	/	-4	-5.3	1	i	-0.2	-0.1
CC1CCN(c2nc(/C=C/c3ccccc3)nc3ccccc23)CC1	-1	2	-0.3	0	-0.2	-1	-54	2.8	1.5
CN(C)S(=O)(=O)c1ccc(Cl)c(C(=O)NNC(=O)Cc2nc3ccccc3n2C)c1	3	/	1.8	/	-5.7	-7	-6	-1.0	/
O=C(c1cc(-c2ccc(Cl)s2)nc2ccccc12)N1CCCC1	13	-2	0.3	-4	-0.2	-9	-3	0.3	-0.3
CN(C)CCC(c1ccccc1)c1ccccn1 (stereo not given)	4&4&-1	4	1.7&0.5&0.4	-14&3&6	0.3&-0.3&3.8	-4&-2&-2	0	-0.6&-2.0&-0.4	-3.5&-0.4&-0.3

Other compounds follow:
SMILES	Yp Topo-I inh	3CLpro inhibitor	TcdB inh	Anthrax LF prot	BH1578 lux ind	PrPC TRFRET	SSB-PriA inh	PfHsp40 rescue	BoNT A protease
CCOc1ccc(Br)cc1S(=O)(=O)NC1CC(C)(C)NC(C)(C)C1	1	0	0.0	3	i	-8	-10	-0.2	0.6
COc1ccc(C(=O)Nc2ccnn2C2CCN(C(C)CSC)CC2)cc1 (stereo not given)	7	-6	0.7	-1	i	4	-5	-0.1	-0.8
Cc1nn(C)cc1CN1CCC(CO)(CCOc2ccccc2)CC1	-3	-7	0.9	0	i	6	-2	-0.4	-0.9
CC(=O)Nc1ccc(S(=O)(=O)NCCc2cc3c(C)ccc(C)c3[nH]c2=O)cc1	-8	0	2.6	-2	-0.2	-5	-1	-0.1	-0.2
Cc1ccc(NC(=O)CSCC(=O)Nc2nnc(C3CC3)s2)cc1	-2	/	0.5	/	-0.3	-1	-1	0.4	/
COc1cc(Cl)ccc1OCc1cc(C(=O)N(C)C2CC(C)(C)NC(C)(C)C2)no1	2	-3	0.9	-1	i	-9	7	?	-0.1
Cc1ccc(S(=O)(=O)n2nc(-n3c(C)ccc3C)c3c(F)cccc32)c2ccccc12	1	2	0.9	-6	i	2	-18	/	0.1
CCCC(=O)NCCCc1nc2ccccc2[nH]1	-7	0	0.8	-2	-0.1	4	-6	-1.2	0.1
CCn1c(C)nnc1SCC(=O)Nc1ccccc1Cl	0	-2	2.1	7	i	-2	-12	-1.7	2.7
CC1CN(c2ccccc2)CCN1C(=O)c1cc(COc2c(F)cccc2F)on1 (stereo not given)	24	4	1.6	-2	-0.4	5	-11	-0.3	0.4
Cc1sc2ncn(CC(=O)NC3CCCCC3)c(=O)c2c1C	-1	/	0.9	-8	i	4	-13	0.3	0.4
O=C(NCCC1=CCCCC1)C1CCN(S(=O)(=O)c2ccccc2)CC1	-8	-5	0.5	-7	i	0	-24	-1.2	-1.0
COc1ccc(NC(=O)C2CCCN(S(=O)(=O)c3ccc4[nH]c(=O)ccc4c3)C2)cc1OC (stereo not given)	1	-2	4.1	0	i	3	-12	1.4	0.0
COC(=O)c1ccc(COc2ccc(/C=C/C(=O)c3ccc(OC)c(CSCC(=O)O)c3)cc2OC)cc1	3	0	2.1	-1	12	2	3	-0.5	-8.0
COc1ccccc1-c1nn(-c2ccccc2)cc1C(=O)N1CCc2ccccc2C1	34	/	1.3	-1	-0.3	-4	24	1.6	3.7
O=C(CN1CCOCC1)N(c1ccccc1)c1ccc2ccccc2c1	1	4	/	-3	-0.5	-4	3	-0.5	0.7
O=C(CCN1C(=O)c2ccccc2S1(=O)=O)Nc1ccccc1F	3	3	1.6	2	i	2	-11	-0.7	-2.8
Cc1nc2ccccc2c(=O)n1NC(=O)Cc1ccc(Br)cc1	-7	-1	/	2	-0.4	2	-6	0.7	0.5
O=[N+]([O-])c1ccc(-n2nnnc2-c2ccccc2)cc1	7	5	/	2	-6.7	-39	6	1.0	-0.5
CC1CCCN(C/C(O)=C(\C#N)c2nc3ccccc3[nH]2)C1 (stereo not given)	-3	-1	/	2	i	2	/	-0.4	1.0
CCn1c(SCC(=O)NC2CCCCC2)nc2c(c1=O)SCC2	9	1	1.1	1	-0.4	3	-3	-2.2	2.2
O=C(OCc1cn([C@@H]2CN(C(=O)c3cccs3)[C@@H](c3ccc(Cl)cc3)C[C@H]2O)nn1)c1ccccc1	1	/	-2.8	-4	-0.4	8	/	/	-0.2

High-throughput results from PubChem BioAssay.
